MEKK3 PB1 HTS: modulators (inhibitors or enhancers) of MEK5 binding to human MEKK3 PB1 domain | bead-based flow cytometry, Alexa488-MEK5 binding to MEKK3; actives lie on both sides; 0 = blocked by unlabeled MEK5, 100 = vehicle | actives 1.4% (n = 290,000) | Q99759 | binding response (% of control), % at 10 µM;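 active = binding response more than 3 SD above or below the average of its plate-row segment, actives on both sides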;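 note: Alexa488 bead fluorescence after subtracting the streptavidin-only scavenger bead signal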
Target sequence (Q99759 whole entry, looked up, the tested form may be a part): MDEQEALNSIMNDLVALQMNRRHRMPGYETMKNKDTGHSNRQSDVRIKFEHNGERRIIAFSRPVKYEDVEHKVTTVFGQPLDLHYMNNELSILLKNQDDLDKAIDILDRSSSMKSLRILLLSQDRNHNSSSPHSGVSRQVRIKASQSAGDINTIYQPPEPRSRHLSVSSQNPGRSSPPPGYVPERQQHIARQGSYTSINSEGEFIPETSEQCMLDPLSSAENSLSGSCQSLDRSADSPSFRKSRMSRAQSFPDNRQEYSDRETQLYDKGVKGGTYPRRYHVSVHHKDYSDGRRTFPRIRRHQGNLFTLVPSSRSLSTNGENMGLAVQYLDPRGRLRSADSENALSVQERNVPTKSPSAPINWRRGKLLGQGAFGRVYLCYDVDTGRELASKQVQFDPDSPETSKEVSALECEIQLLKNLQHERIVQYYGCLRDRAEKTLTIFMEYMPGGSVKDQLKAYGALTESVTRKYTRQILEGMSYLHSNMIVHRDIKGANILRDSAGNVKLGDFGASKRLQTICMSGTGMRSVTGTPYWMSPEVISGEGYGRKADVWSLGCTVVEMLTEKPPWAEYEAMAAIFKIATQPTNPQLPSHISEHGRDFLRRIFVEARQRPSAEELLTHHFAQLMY
GalR3 antag: blocks the human galanin receptor 3; O60755; HEK293 GalR3-CNG cAMP membrane potential fluorescence; galR3 body fused to GalR1 C-terminus; inhibition, % at 3 µM; actives 0.44% (n = 360,000); AID 651719;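 active = inhibition above the screen-wide average plus 3 SD, cut at about 13% in these data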;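 note: forskolin and galanin both at EC90 stimulate the cells; cAMP rise reported by CNG channel membrane potential dye signal; 0% = forskolin plus galanin with DMSO and 100% = forskolin alone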
Target sequence (O60755 1-299 limits assumed): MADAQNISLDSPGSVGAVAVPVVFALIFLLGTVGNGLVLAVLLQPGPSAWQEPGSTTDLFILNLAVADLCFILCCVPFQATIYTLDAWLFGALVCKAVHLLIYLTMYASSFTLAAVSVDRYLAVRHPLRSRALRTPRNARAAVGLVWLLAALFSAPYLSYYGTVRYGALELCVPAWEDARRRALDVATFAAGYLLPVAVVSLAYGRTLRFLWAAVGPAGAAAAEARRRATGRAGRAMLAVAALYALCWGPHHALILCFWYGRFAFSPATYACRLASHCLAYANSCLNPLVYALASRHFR
FID counter: displaces DNA intercalator in HCV helicase counter-screen. DNA fluorescent intercalator displacement, fluorescence. inhibition, % at 7.9 µM. actives 0.17% (n = 290,000); in the data active = inhibition above about 37%;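 note: 0% = vehicle and 100% = reference compound; higher means more ethidium bromide displaced from hairpin DNA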
SUMO HTRF inh: blocks human SUMOylation mediated by UBC9; inhibition, % at 35 µM; actives 0.36% (n = 290,000); P63279; HTRF SUMOylation assay, SAE1/SAE2 + UBC9, in vitro; in the data active = inhibition above about 50%, passing the limit was not always enough; note: strong numbers were not always called active
Target sequence (P63279 whole entry, looked up): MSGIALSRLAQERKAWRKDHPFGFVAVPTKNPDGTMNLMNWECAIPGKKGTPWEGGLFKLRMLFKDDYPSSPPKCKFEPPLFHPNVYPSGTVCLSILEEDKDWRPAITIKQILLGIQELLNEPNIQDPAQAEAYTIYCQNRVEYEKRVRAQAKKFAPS
MEKK2 mut-MEK5: signal of MEK5 binding to mutant human MEKK2 PB1 domain; percent response, % at 10 µM; actives 0.35% (n = 290,000); AID 1530; bead flow cytometry, Alexa488-MEK5 binding to MEKK2 mutant; in the data active = percent response above about 24%, passing the limit was not always enough; note: inactives centre near 1; some results filed as inactive read as strong as hits
CRFBP-R2 block: blocks CRF-induced signaling of the CRF-BP/CRF-R2 complex | HEK293 CRF-R2/CRF-BP, CRF-induced calcium fluorescence | inhibition, % at 11.8 µM | actives 0.59% (n = 350,000) | AID 588475;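 active = inhibition of the ligand-induced calcium signal above about 50% at the single tested concentration, limit read from the data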
MEKK2wt PB1 HTS: raises or lowers MEK5 binding to wildtype human MEKK2 PB1 domain. Q9Y2U5. bead flow cytometry, Alexa488-MEK5 binding to MEKK2 WT; actives lie on both sides. binding response (% of control), % at 10 µM. actives 1.1% (n = 290,000). AID 1531; in the data active = binding response below about 67% or above about 130%
CRFR2-BP ag: CRF-BP/CRF-R2 complex agonism; HEK293 CRF-R2/CRF-BP, calcium dye fluorescence (FLIPR); percent of saturating CRF peptide response; actives 0.46% (n = 350,000); AID 588473; activation, % at 13.2 µM;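 active = activation of at least 50%, plus an integration ratio under a set limit after plate pattern correction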;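 note: plate controls were neutral control wells without compound for no effect and CRF at EC100 for full effect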
NS3 helicase inh: HCV NS3 helicase inhibition; NS3 helicase DNA unwinding, Cy5 molecular beacon fluorescence; inhibition, % at 10.9 µM; actives 0.56% (n = 290,000); AID 1800;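 active = inhibition above the mean of all tested compounds plus 3 SD, set per campaign, cut at about 35% in these data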;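 note: 0% = DMSO wells and 100% = thioflavine S control wells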
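test system = hepatitis C virus NS3 helicase domain fragment enzyme | reagent = annealed dual-labelled DNA beacon duplex, ATP-started | times = 1 h at 25 °C | detection = Cy5 fluorescence, 0 and 60 min reads | read-out basis = percent inhibition from t60/t0 fluorescence ratio | control set = DMSO and thioflavine S | replication = one well per compound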
* = called active by the depositor; . = no result given; [ ] = another dose, or the depositor's remark. A portion of the library. The share of hits here may be higher or lower than overall.

#1 Clc1cc(Br)ccc1OCCn1ccnc1
#2 Cc1cccc(-n2c(C)n[nH]c2=S)c1C
#3 CCN(CC)S(=O)(=O)c1ccc(N2CCCC2)c(NC(=O)Cc2ccccc2)c1
#4 CC1=C(C(=O)Nc2ccccc2)C(c2ccc(C)o2)n2c(s/c(=C/c3ccccc3)c2=O)=N1 (centres undefined)
#5 O=C(C(=O)N1CCc2ccccc2C1)c1cn(CC(=O)N2CCOCC2)c2ccccc12
#6 O=C(c1cc([N+](=O)[O-])cc([N+](=O)[O-])c1)N1CCN(Cc2ccc3c(c2)OCO3)CC1
#7 COc1ccc(N2C(=O)c3ccccc3S2(=O)=O)cc1
#8 Cc1cnc(NC(=O)CSc2nc3ccccc3c(=O)[nH]2)s1
assay / entry,1,2,3,4,5,6,7,8
MEKK3 PB1 HTS,106,106,98,82*[inhibitor],100,102,97,99
GalR3 antag,-5,-8,-7,1,3,-3,2,-5
FID counter,8,-4,-28,-4,-20,1,-2,4
SUMO HTRF inh,16,-13,12,19,-12,6,-11,1
MEKK2 mut-MEK5,4,3,1,-11,6,-1,-6,3
CRFBP-R2 block,18,4,6,-10,14,-7,28,0
MEKK2wt PB1 HTS,109,109,98,86,95,97,97,103
CRFR2-BP ag,-1.5,-1.6,-0.2,5.4,0.7,-0.2,-0.1,-0.7
NS3 helicase inh,-9,0,-4,0,-9,-8,0,9

#9 COc1ccc(C(=O)NC(=S)NCc2cccnc2)cc1Br
#10 COc1ccc([C@@H]2C[C@@H](c3ccccc3)Oc3cc(C)cc(C)c32)cc1
#11 CN1C2=NCCN2C(=O)c2cc(Cl)ccc21
#12 CC(C)c1cc(N2CCOCC2)n2ncc(-c3ccccc3)c2n1
#13 CC(C)NC(=O)NS(=O)(=O)c1cnccc1N1CCCCC1
#14 Cc1ccc(C)c(NCC(=O)NNC(=S)Nc2ccccc2)c1
#15 O=C(O)CSCc1cn2cc(Cl)ccc2n1
#16 Cc1cc(N2C(=O)C(O)=C(C(=O)c3ccco3)C2c2cccc(Cl)c2)no1 (centres undefined)
assay / entry,9,10,11,12,13,14,15,16
MEKK3 PB1 HTS,94,106,67,97,88,103,96,98
GalR3 antag,-3,-7,1,-4,-3,-4,0,-8
FID counter,-19,.,-4,-27,1,-16,0,-29
SUMO HTRF inh,4,-2,27,34,-49,-39,-11,0
MEKK2 mut-MEK5,-2,3,-35,4,-8,0,-2,-6
CRFBP-R2 block,-3,-9,-4,-39,-9,3,4,13
MEKK2wt PB1 HTS,95,104,70,100,107,98,97,98
CRFR2-BP ag,-1.5,4.3,-1.5,0.5,0.1,1.5,-0.8,1.7
NS3 helicase inh,-6,.,7,-10,-1,15,-3,31

At a glance, 10 of the compounds above.
#5 O=C(C(=O)N1CCc2ccccc2C1)c1cn(CC(=O)N2CCOCC2)c2ccccc12
#6 O=C(c1cc([N+](=O)[O-])cc([N+](=O)[O-])c1)N1CCN(Cc2ccc3c(c2)OCO3)CC1
#7 COc1ccc(N2C(=O)c3ccccc3S2(=O)=O)cc1
#8 Cc1cnc(NC(=O)CSc2nc3ccccc3c(=O)[nH]2)s1
#9 COc1ccc(C(=O)NC(=S)NCc2cccnc2)cc1Br
#10 COc1ccc([C@@H]2C[C@@H](c3ccccc3)Oc3cc(C)cc(C)c32)cc1
#11 CN1C2=NCCN2C(=O)c2cc(Cl)ccc21
#12 CC(C)c1cc(N2CCOCC2)n2ncc(-c3ccccc3)c2n1
#13 CC(C)NC(=O)NS(=O)(=O)c1cnccc1N1CCCCC1
#14 Cc1ccc(C)c(NCC(=O)NNC(=S)Nc2ccccc2)c1
assay / entry,5,6,7,8,9,10,11,12,13,14
MEKK3 PB1 HTS,100,102,97,99,94,106,67,97,88,103
GalR3 antag,3,-3,2,-5,-3,-7,1,-4,-3,-4
FID counter,-20,1,-2,4,-19,.,-4,-27,1,-16
SUMO HTRF inh,-12,6,-11,1,4,-2,27,34,-49,-39
MEKK2 mut-MEK5,6,-1,-6,3,-2,3,-35,4,-8,0
CRFBP-R2 block,14,-7,28,0,-3,-9,-4,-39,-9,3
MEKK2wt PB1 HTS,95,97,97,103,95,104,70,100,107,98
CRFR2-BP ag,0.7,-0.2,-0.1,-0.7,-1.5,4.3,-1.5,0.5,0.1,1.5
NS3 helicase inh,-9,-8,0,9,-6,.,7,-10,-1,15

(cont.)
#17 CCOc1ccccc1C(=O)NC1CC2CCCC(C1)N2Cc1nnnn1Cc1ccco1 (centres undefined)
#18 COc1ccc(N2CC(NC(=O)Nc3ccccc3)CC2=O)cc1 (centres undefined)
#19 O=C1C(=Cc2cccn2-c2ccc(O)cc2)C(=O)c2ccccc21
#20 O=C(O)c1ccc(CN2C(=O)c3ccccc3S2(=O)=O)cc1
#21 Cc1cccc(Nc2nc(N)nc(CN3CCN(c4ccc(F)cc4)CC3)n2)c1
#22 COc1ccc(-c2cc(C#N)nc(Cl)n2)cc1
#23 CCn1c(SCC(=O)Nc2ccc3c(c2)OCO3)nnc1-c1ccccc1O
#24 COc1ccccc1NS(=O)(=O)c1cccc2nsnc12
assay / entry,17,18,19,20,21,22,23,24
MEKK3 PB1 HTS,101,122,.,103,99,90,98,95
GalR3 antag,0,-5,-3,-3,-3,-3,6,-8
FID counter,-30,-6,-6,-7,-8,-6,-15,-1
SUMO HTRF inh,30,4,0,-15,8,-3,0,8
MEKK2 mut-MEK5,-3,-1,.,9,1,-17,-3,-4
CRFBP-R2 block,9,29,-34,-5,-16,19,-1,-10
MEKK2wt PB1 HTS,95,110,.,102,99,94,93,96
CRFR2-BP ag,0.8,0.4,21,-0.1,-4.9,-0.7,0.0,0.1
NS3 helicase inh,-3,-9,12,5,-77,15,-4,23

#25 CC1CC(C)CN(C(=O)c2ccc(N3CC4CC(C3)c3cccc(=O)n3C4)c([N+](=O)[O-])c2)C1 (centres undefined)
#26 Nc1c(C=C2C=CC(=O)C=C2)c(=O)nc2snc(SCc3ccccc3)n12
#27 CC(C)P(=O)(c1cccc(C(=O)O)c1)C(C)C
#28 COc1ccc(C(Nc2ccccn2)c2c(NC(=O)c3ccco3)sc(C)c2C)cc1OC (centres undefined)
#29 COc1ccc(S(=O)(=O)Nc2ccc(Cc3ccncc3)cc2)cc1C
#30 CCNc1nc(OC)nc(Oc2ccc(C(=O)OC)cc2)n1
#31 CCc1ccc2c(c1)C(c1ccc([N+](=O)[O-])cc1)=NNC(c1ccc(C)cc1)=N2
#32 O=C(CCC1CCCCC1=O)c1ccccc1 (centres undefined)
assay / entry,25,26,27,28,29,30,31,32
MEKK3 PB1 HTS,97,100,94,121,103,105,99,.
GalR3 antag,10,-3,-10,-4,.,-6,-5,-3
FID counter,-33,-13,-1,-14,-20,-11,-2,-4
SUMO HTRF inh,2,11,11,-3,-5,-4,-16,22
MEKK2 mut-MEK5,-2,1,-1,0,6,5,-1,.
CRFBP-R2 block,7,48,29,-9,-2,-12,-16,-4
MEKK2wt PB1 HTS,96,104,95,100,107,107,103,.
CRFR2-BP ag,-1.2,0.5,-2.6,0.3,1.3,-0.5,0.1,1.3
NS3 helicase inh,-6,28,-27,-3,-19,11,5,-3

#33 Fc1ccc(CSc2nc3ncccc3[nH]2)cc1
#34 O=C(Cn1cncn1)NCCC(c1ccccc1)c1ccccc1
#35 COc1ccc(CC(=O)NCC2CCCN(Cc3ccc(F)c(OC)c3)C2)cc1 (centres undefined)
#36 OCc1cn(-c2ccccc2)nc1-c1ccc(-c2nn(-c3ccccc3)cc2CO)cc1
#37 Cc1ccc(C)c(NC(=O)CSc2c(C)n[nH]c2C)c1
#38 COc1ccccc1NC(=O)CSc1nnc(C)o1
#39 CC1(C)CC(=O)C2=C(C1)NC1=C(C(=O)c3ccccc31)C2c1cccnc1 (centres undefined)
#40 O=c1[nH]c2ccc(NS(=O)(=O)c3ccc([N+](=O)[O-])cc3)cc2[nH]1
assay / entry,33,34,35,36,37,38,39,40
MEKK3 PB1 HTS,98,107,102,92,101,104,105,88
GalR3 antag,1,-1,-7,0,-4,2,2,-3
FID counter,-2,-8,5,-8,-4,-2,-12,2
SUMO HTRF inh,14,19,2,25,7,14,18,5
MEKK2 mut-MEK5,9,10,11,-8,-4,6,-1,-15
CRFBP-R2 block,8,5,6,-46,-1,-28,-26,2
MEKK2wt PB1 HTS,107,108,114,94,103,104,98,88
CRFR2-BP ag,-3.7,-0.8,4.1,1.7,-3.1,3.9,-0.4,-0.4
NS3 helicase inh,0,6,3,8,-6,5,3,-6

#41 O=C(NCCc1ccccc1)c1nnc(CS(=O)(=O)c2ccccc2)o1
#42 O=C(CCn1c(=O)sc2ccccc21)NCc1cccs1
#43 Cc1ccc(S(=O)(=O)N2CCN(C(=O)CC(C)C)CC2)cc1
#44 Nc1cccc(CCc2nc3ccccc3[nH]2)c1
#45 CC(C)Cn1c(-c2ccco2)csc1=Nc1cccnc1
#46 Cc1[nH]c2c(C)cccc2c1CCNC(=O)C1CCCCC1C(=O)OCC(F)(F)F (centres undefined)
#47 CCC(C)(C)NC(=O)C(c1ccc(C)cc1)N(Cc1ccco1)C(=O)CCC(=O)Nc1nccs1 (centres undefined)
#48 COc1ccc(C2/C=C\CN(C(=O)c3ccc(C)cc3)[C@H](Cc3ccccc3)C(=O)N2Cc2ccc(F)cc2)cc1 (some centres undefined)
assay / entry,41,42,43,44,45,46,47,48
MEKK3 PB1 HTS,99,114,115,97,111,103,118,96
GalR3 antag,.,-10,-4,2,-2,1,-3,.
FID counter,-12,-5,-30,4,-18,-11,-1,.
SUMO HTRF inh,3,3,12,-3,13,6,-7,-9
MEKK2 mut-MEK5,5,9,0,-2,5,-1,14,-1
CRFBP-R2 block,9,-6,4,11,-6,-5,-11,1
MEKK2wt PB1 HTS,101,95,108,95,110,103,116,94
CRFR2-BP ag,-8.1,-0.3,-1.8,1.0,-0.7,0.2,0.2,6.8
NS3 helicase inh,10,10,16,1,31,9,-8,.

#49 COc1cccc(C(=O)Nc2ccc3nc4n(c(=O)c3c2)CCCC4)c1
#50 O=C(Nc1nncs1)c1cccc(S(=O)(=O)N2CCCCC2)c1
#51 COc1ccccc1NC(=O)C1=C(C)NC(=O)NC1c1ccco1 (centres undefined)
#52 O=C(NC1CCCCC1)C12CC3CC(CC(Cl)(C3)C1)C2
#53 CCn1c(/C=C\c2ccccc2C)nc2ccccc2c1=O
#54 COC(=O)CSc1nc(C)cc(C)n1
#55 O=C(Nc1ccc(Br)c2ccccc12)c1ccc2ccccc2c1O
#56 Cc1nc2c(-c3ccc(F)cc3)c(C)nn2c(C)c1CCC(=O)NCCN1CCOCC1
#57 CC(C)(C)N(Cc1ccccc1)C(=O)c1ccc(Br)o1
#58 CCCCCc1ccc(-c2nnc(N)s2)cc1
assay / entry,49,50,51,52,53,54,55,56,57,58
MEKK3 PB1 HTS,106,104,101,107,104,103,95,101,97,113
GalR3 antag,-9,-2,3,-3,-6,-1,78*,0,-5,-3
FID counter,-22,-10,-4,-11,-17,2,8,6,-4,-20
SUMO HTRF inh,14,6,19,-3,8,8,15,11,5,17
MEKK2 mut-MEK5,6,2,2,14,-6,5,6,9,0,6
CRFBP-R2 block,22,1,-14,-14,3,7,24,16,32,-56
MEKK2wt PB1 HTS,107,104,101,111,85,103,92,104,101,109
CRFR2-BP ag,-0.2,1.1,0.0,-0.5,0.3,1.0,47,-3.6,-1.4,1.7
NS3 helicase inh,4,1,-7,0,11,-2,29,-1,18,-1
